# MC4R antagonist = blocks human MC4R cAMP signaling; MC4R-expressing cells, MTII-stimulated cAMP, LANCE TR-FRET; hit rate 0.48% among 360,000; inhibition, % at 6.5 µM; P32245;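 active = inhibition above its plate's cutoff, the mean of tested wells on that plate plus 3 SD, cut at about 29% in these data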;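 note: 0% = Melanotan II alone and 100% = Melanotan II plus saturating MCL0020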
#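 system = U2OS cells with stable human MC4R expression | also added = Melanotan II challenge after compound preincubation | dosing = one concentration, 6.5 µM nominal | incubation = compound 30 min, challenge 1 h, detection 1 h | measured by = TR-FRET with Eu-cAMP and labeled anti-cAMP, 671 nm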
# ABHD5-PLIN5 inh = inhibitors of human ABHD5-perilipin-5 interaction; AID 602281; inhibition, % at 4 µM; hit rate 0.78% among 360,000; Split G. princeps luciferase complementation, luminescence, 4 h;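 active = inhibition above the mean inhibition across every tested compound plus 3 SD, cut at about 22% in these data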;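 note: 0% = DMSO only wells and the 100% control is not disclosed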
# aDG glyco act = alpha-DG glycosylation activation | AID 624168 | hit rate 0.22% among 360,000 | activation, % at 10 µM | Pro5-aDG cells, alpha-DG glycosylation AlphaScreen (IIH6); 0% Pro5, 100% B10-LARGE cell signal;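 active = activation of at least 8% versus controls, or a plate z-score of at least 8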;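 note: Pro5 are CHO cells carrying HIG-tagged alpha-DG that lacks glycosylation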
# NOD2-RIPK2 inh = blocks binding of human NOD2 to RIPK2; hit rate 0.38% among 360,000; O43353; inhibition, % at 4.98 µM; CHO BLA complementation NOD2-RIPK2, CCF4 ratio; in the data active = inhibition above about 21%;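 note: 0% = vehicle only and 100% = reference blocker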
# Vif inh = HIV Vif inhibition | HEK293T cells, Vif self-association by quenched fluorescence, imaging, 24 h | inhibition, % at 7.49 µM | hit rate 0.35% among 340,000 | AID 602346; in the data active = inhibition above about 50%, passing the limit was not always enough; note: some results filed as inactive read as strong as hits
# ABCB6 inh MLPCN = blocks the human ABCB6 transporter. Q9NP58. K562-ABCB6 porphyrin accumulation, flow cytometry, 1 h; hits give low values. fluorescence ratio to DMSO, % at 10 µM. hit rate 0.19% among 360,000. AID 602162;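 active = fluorescence ratio to DMSO below 75%, the collection mean minus 3 SD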;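 note: signal is porphyrin accumulated inside mitochondria; 100% equals median channel fluorescence of DMSO control wells; lower ratio means ABCB6 inhibition with less porphyrin fluorescence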
# Target sequence (Q9NP58 whole entry, looked up): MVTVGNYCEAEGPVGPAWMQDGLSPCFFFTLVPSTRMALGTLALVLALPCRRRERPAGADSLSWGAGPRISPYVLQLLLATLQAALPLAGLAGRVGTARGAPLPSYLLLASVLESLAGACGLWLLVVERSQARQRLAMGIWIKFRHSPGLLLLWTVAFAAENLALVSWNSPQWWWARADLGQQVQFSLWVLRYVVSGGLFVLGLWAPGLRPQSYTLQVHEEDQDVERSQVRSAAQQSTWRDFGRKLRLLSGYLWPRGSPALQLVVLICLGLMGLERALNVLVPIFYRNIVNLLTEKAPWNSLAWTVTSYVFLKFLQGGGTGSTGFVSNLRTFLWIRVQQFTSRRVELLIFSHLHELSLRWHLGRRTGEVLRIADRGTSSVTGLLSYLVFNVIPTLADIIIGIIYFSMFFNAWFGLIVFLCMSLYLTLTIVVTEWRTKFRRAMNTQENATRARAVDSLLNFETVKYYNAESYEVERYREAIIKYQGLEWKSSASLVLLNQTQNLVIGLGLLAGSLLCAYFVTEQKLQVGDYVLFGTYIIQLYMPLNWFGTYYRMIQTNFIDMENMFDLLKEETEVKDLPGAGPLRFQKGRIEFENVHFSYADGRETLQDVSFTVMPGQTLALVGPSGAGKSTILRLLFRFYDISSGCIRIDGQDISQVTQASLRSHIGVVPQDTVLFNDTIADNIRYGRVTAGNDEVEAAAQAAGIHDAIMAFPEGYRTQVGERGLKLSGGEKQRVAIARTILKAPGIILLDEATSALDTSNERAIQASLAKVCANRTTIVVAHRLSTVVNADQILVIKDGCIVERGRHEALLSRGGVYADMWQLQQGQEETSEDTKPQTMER
# Exocytosis inh = lytic granule exocytosis inhibition. hit rate 0.66% among 360,000. inhibition, % at 10 µM. TALL-104 LAMP-1 surface exposure, flow cytometry; cells stimulated with thapsigargin and PMA;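 active = inhibition above about 55%, limit read from the data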
# TLR9-MyD88 inh = blocks human TLR9 binding to MyD88; CHO BLA complementation TLR9-MyD88, CCF4 FRET ratio; Q9NR96+Q99836; hit rate 0.21% among 340,000; inhibition, % at 4.98 µM;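 active = inhibition above the mean over all tested compounds plus 3 SD, cut at about 21% in these data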;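 note: 0% = DMSO only wells and 100% = clavulanate BLA inhibitor control wells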
# MC4R ag barr = agonists of human melanocortin 4 receptor (MC4R) beta-arrestin; P32245; U2OS MC4R beta-arrestin complementation, luminescence; percent of melanotan II response, DMSO zero; activation, % at 8.9 µM; hit rate 0.98% among 360,000; AID 540308;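 active = activation above a per-plate cutoff, the mean activation of sample wells on that plate plus 3 SD, cut at about 8% in these data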
# N-glyco inh = N-linked glycosylation inhibition; D54 ERlucT glycosylation luciferase reporter, 24 h; percent of 100 nM tunicamycin response; reporter increase, % at 12.5 µM; hit rate 0.23% among 360,000; AID 588692;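 active = mean luciferase reporter signal, scaled so untreated is 0 and the glycosylation-blocking control 100, at or above a set limit in every replicate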;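 note: luciferase carries N-glycosylation sites so blocking glycosylation raises the light; 0% = median of neutral control wells and 100% = median of 100 nM tunicamycin wells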
# * marks the source's active call; other numbers are inactive results; / = no result given.
SMILES,MC4R antagonist,ABHD5-PLIN5 inh,aDG glyco act,NOD2-RIPK2 inh,Vif inh,ABCB6 inh MLPCN,Exocytosis inh,TLR9-MyD88 inh,MC4R ag barr,N-glyco inh
Cc1ccc(-c2csc3nc[nH]c(=O)c23)c(C)c1,12,-6,-0.1,3,-1,104,4,-16,0.3,0
COc1cc(C(C)=O)ccc1OC(=O)N1CCOCC1,-3,4,0.1,-12,2,100,-3,6,-1.0,2
COc1ccc2sc(N3C(=O)CC(Cc4cccc(C)c4)C3=O)nc2c1 (configuration not stated),3,-4,-0.2,5,-2,96,3,-4,-0.9,2
CN(C(=O)CN1C(=O)/C(=C/c2ccc(Cl)cc2)SC1=S)C1CCS(=O)(=O)C1 (configuration not stated),10,7,0.1,-6,0,98,-1,0,-3.8,-1
CCOc1ccc(S(=O)(=O)N2CCC(C(=O)NCCc3ccccc3)CC2)cc1,-2,-4,-0.1,2,-1,94,20,5,-1.3,0
Cn1c(=O)n(C)c2cc(NC(=O)COc3ccc(F)cc3)ccc21,10,0,0.1,5,-1,94,-6,-2,-1.1,9
N/C(=N\OC(=O)c1ccccc1[N+](=O)[O-])c1cccnc1,-5,-1,0.0,-4,-4,96,-4,-3,0.9,2
COc1ccc(N(C(=O)Cn2nnc(-c3ccccc3F)n2)C(C(=O)NCC2CCCO2)c2ccc(Cl)cc2)cc1 (configuration not stated),-4,6,-0.4,-9,2,97,-1,3,-0.5,6
CC(C)CCn1c(NCCc2ccccc2)nc2c1c(=O)n(C)c(=O)n2C,13,3,0.1,-14,-19,95,-1,-5,0.3,-8
Cc1cc(SCCC(=O)O)nc2ccccc12,6,-2,-0.4,-5,14,103,1,5,1.5,1
CC(C)(C)n1nc2c(c1NC(=O)COc1ccccc1F)CS(=O)(=O)C2,-2,6,0.0,6,2,84,-2,-6,-2.4,-1
CCc1cccc(C)c1NC(=O)CCN1C(=O)NC(C)(C)C1=O,1,3,0.2,-12,1,100,18,-8,-3.7,4
Cc1ccc(NCCCn2cnc(C(=O)Nc3ccc(C)c(C)c3)n2)cc1C,11,-20,0.0,-3,-2,99,0,-8,7.6,-3
Cc1cnc(C(=O)OCC(=O)Nc2ncc(Cl)cc2Cl)cn1,5,-3,-0.2,-4,-5,99,-5,0,-2.6,1
Cc1ccc(S(=O)(=O)/N=C2/NC(=O)/C(=C\c3ccco3)S2)cc1,2,4,0.0,-1,2,102,-1,-11,-0.8,0
Cc1ccccc1NC(=O)CN(C)S(=O)(=O)c1ccc(-c2ccc(=O)[nH]n2)s1,9,3,-0.2,-2,-4,102,0,-2,1.5,-1
Cc1cccc(NC(=O)COC(=O)c2cc(C)oc2C)c1,-6,-3,0.1,1,3,100,4,1,-1.0,0
COc1ccc(S(=O)(=O)N2CCc3ccccc3C2)cc1OC,15,4,0.2,-6,-7,95,-1,2,-1.2,-1
COC(=O)c1ccc(NC(=O)CSc2nnc(-c3ccccc3)n2C)cc1,7,-4,-0.3,-2,7,98,-2,-8,1.4,2
Cc1cc(-c2nnc3n2N=C(c2ccc(-c4ccccc4)cc2)CS3)n[nH]1,13,10,2.1,7,-4,97,22,-12,9.3*,37*
CC1CCN(S(=O)(=O)c2ccc(NC(=O)c3ccccc3F)cc2)CC1,7,-15,0.1,-2,-21,95,-10,4,-0.7,-5
COc1cc(C(=O)OCC(=O)Nc2cccc(S(=O)(=O)N3CCOCC3)c2)ccc1OCC(C)C,20,-7,0.2,-7,4,98,-1,4,-2.4,-2
CS(=O)(=O)Nc1cccc(C2=NN(S(=O)(=O)c3ccc(F)cc3)C(c3cccs3)C2)c1 (configuration not stated),15,5,-0.2,0,-5,104,0,-15,-0.8,-2
COC(=O)[C@]1(C)N[C@H](CN(C)C(C)=O)[C@@H]2C(=O)N(C)C(=O)[C@@H]21,3,2,3.2,-1,5,94,-1,11,-1.0,2
CC(C)CO/C(=N/S(=O)(=O)c1ccccc1)c1ccccc1,2,-1,-0.2,0,-2,95,-2,3,-1.7,4
O=C(CN1C(=O)/C(=C\C=C\c2ccccc2)SC1=S)Nc1ccc(F)cc1,2,0,-0.2,7,5,98,-1,10,0.9,-1
COc1cn(-c2ccccc2)nc1C(=O)NCc1ccc(C)cc1,-1,6,-0.1,-2,-3,109,1,-10,0.9,-1
O=C(Nc1ccc(Cl)c([N+](=O)[O-])c1)ONC1=NCCCCC1,2,-5,0.5,13,-4,99,1,2,-2.8,1
CCOC(=O)c1sc2ncnc(N3CCN(c4ccc(OC)cc4)CC3)c2c1C,8,2,1.9,-2,11,95,-5,-1,-0.8,-2
O=c1oc(-c2ccc(O)c(O)c2)cc2cc(O)cc(O)c12,-13,5,-0.1,8,29,96,2,10,-1.4,-12
COc1ccc(OC)c(/C=N/NC(=O)c2cnccn2)c1,9,-1,-0.1,-7,-5,96,8,-10,3.9,1
CCC(C(=O)NCc1ccco1)n1nc(C)c2c(C)n(-c3ccc(C)cc3)nc2c1=O (configuration not stated),14,0,-0.3,-3,-2,94,1,-11,-1.2,-1
CS(=O)(=O)c1ccccc1C(=O)NC1CCCc2ccccc21 (configuration not stated),3,3,-0.2,9,3,98,-2,13,-2.9,3
CN(C)c1cccc2c(C=C(C#N)C#N)ccc(N(C)C)c12,9,3,-0.3,0,-2,98,1,0,-2.6,10
O=[N+]([O-])c1cc([N+](=O)[O-])c(Oc2ccc(Cl)c3cccnc23)cc1NN1CCCCC1,-8,3,-0.2,1,-4,100,-1,4,-3.2,-4
Cc1cc(OCCn2ccnc2)cc(C)c1Cl,-6,-2,0.4,-5,1,102,3,0,-1.1,-1
CCOc1ccc(-c2nnc(N)s2)cc1,1,-2,0.0,5,-6,106,-1,-1,-3.0,2
CS(=O)(=O)N1CCc2cc(C(=O)N3CCOCC3)ccc21,1,5,-0.3,0,-1,101,1,-2,0.9,0
CSC(=NCc1cccnc1)NS(=O)(=O)c1cccs1,16,-4,-0.1,-2,-31,107,-5,-8,1.7,0
CCC(C)(C(=O)NC1CCCC1)N(C(=O)CNC(C)=O)c1ccc(C)cc1 (configuration not stated),2,-3,0.5,3,7,90,2,-1,-2.0,2

# Some of the entries so far, with bars between the fields:
SMILES | MC4R antagonist | ABHD5-PLIN5 inh | aDG glyco act | NOD2-RIPK2 inh | Vif inh | ABCB6 inh MLPCN | Exocytosis inh | TLR9-MyD88 inh | MC4R ag barr | N-glyco inh
Cc1cc(SCCC(=O)O)nc2ccccc12 | 6 | -2 | -0.4 | -5 | 14 | 103 | 1 | 5 | 1.5 | 1
CS(=O)(=O)Nc1cccc(C2=NN(S(=O)(=O)c3ccc(F)cc3)C(c3cccs3)C2)c1 (configuration not stated) | 15 | 5 | -0.2 | 0 | -5 | 104 | 0 | -15 | -0.8 | -2

# The list goes on.
SMILES,MC4R antagonist,ABHD5-PLIN5 inh,aDG glyco act,NOD2-RIPK2 inh,Vif inh,ABCB6 inh MLPCN,Exocytosis inh,TLR9-MyD88 inh,MC4R ag barr,N-glyco inh
O=C(COc1ccccc1Cl)N1CCN(c2ncccn2)CC1,4,-4,0.1,-2,/,95,1,-6,1.9,2
O=C(CN1C(=O)c2ccccc2S1(=O)=O)Nc1cccnc1,6,7,-0.5,3,5,102,-2,-5,-1.7,0
Cn1nc(OCC(N)=O)ccc1=O,14,3,-0.1,-7,14,88,1,10,0.1,2
COc1ccccc1N1CCN(C(=O)Nc2ccc([N+](=O)[O-])cc2)CC1,7,1,0.3,2,/,95,-1,4,-1.9,2
O=C1NC(=O)C2(C=C(c3ccccc3)C(O)(c3ccccc3)C2)N1 (configuration not stated),-2,-4,0.1,1,2,105,0,-3,0.3,2
CCOC(=O)c1c(NC(=O)COC(=O)c2ccc(Cl)nc2)sc(C)c1C,10,-4,0.5,7,/,91,-8,-4,-0.2,12
Clc1nccc(N2CCN(c3ccccc3Cl)CC2)n1,-13,-1,0.0,1,0,93,0,/,0.2,-1
Clc1ccc(Cn2ccc(C3CC3)n2)cc1,12,-1,-0.1,2,-4,98,-3,-4,-2.3,0
Cc1ccccc1N1C(=O)c2ccccc2C1O (configuration not stated),11,5,-0.1,-4,-10,85,2,10,-0.2,-4
Nc1c(C(=O)NCc2ccc3c(c2)OCO3)nnn1Cc1cccc(F)c1,1,1,-0.2,-6,7,100,-2,4,-1.4,-1
CCOc1cc2c(cc1OCC)CN(C(=O)c1cccc(S(=O)(=O)N3CCCC3)c1)CC2,6,-7,0.2,-11,-2,91,0,-6,-4.4,0
S=c1c2c(nc3nc[nH]n13)CCC2,-2,10,0.3,0,19,98,2,-5,-3.6,1
CCOC(=O)C1=C(C)C(c2ccccc2)NC(=S)N1 (configuration not stated),-1,-6,-0.3,0,7,102,-1,5,-1.1,-1
COc1ccc(Cn2nnnc2CN2CCOCC2)cc1,3,3,-0.2,7,-2,99,10,0,0.6,3
CCc1cccc(C)c1NC(=O)Cc1ccsc1,-1,-2,0.0,14,-1,89,-12,1,-0.7,-2
CCOc1ccc(NC(=O)NNC(=O)c2cc3ccccc3cc2O)cc1,3,1,0.2,-3,6,101,2,1,6.4,0
O=C(Cn1cc(C(F)(F)F)ccc1=O)Nc1ccc2c(c1)OCO2,9,5,-0.2,4,-5,103,0,-3,-0.3,1
CSc1nc(C)c(Cc2c(F)cccc2Cl)c(=O)[nH]1,-5,-6,-0.1,6,-2,88,5,-5,1.3,-1
CCC(C)NC(=O)c1ccc2c(c1)N(Cc1ccccc1)C(=O)CS2 (configuration not stated),13,1,0.5,0,-2,102,0,8,-0.5,0
COc1ccc(Nc2ccc([N+](=O)[O-])cn2)cn1,16,-8,0.0,-1,-5,104,-12,7,2.1,0
Cc1cc(Oc2cc(NN3CCCCC3)c([N+](=O)[O-])cc2[N+](=O)[O-])c(C(=O)c2ccccc2)cc1Cl,-9,2,-0.2,-11,-5,97,-6,-4,-0.5,-10
COCCCN(C(=O)C(C)Oc1ccc(Br)cc1)c1c(N)n(Cc2ccccc2)c(=O)[nH]c1=O (configuration not stated),13,-1,0.1,3,-4,96,2,2,-2.6,3
CCc1ccc(CNCCNCC(C)O)cc1 (configuration not stated),-3,3,0.3,0,0,104,-4,2,-1.3,0
Cn1cc(C(=O)c2ccc(Cl)cc2Cl)cc1C(=O)NN,-3,-3,-0.3,-3,12,97,-16,0,0.6,0
O=C(Cc1ccc(Br)cc1)NC1CCCCC1,-1,4,-0.3,-1,8,100,-5,-5,-2.1,-2
CCOC(=O)C1(CCOC)CCN(Cc2ccc(C(=O)OC)cc2)CC1,11,-7,0.1,7,-23,96,-3,0,5.1,0
CN(C[C@H](Cc1ccccc1)N(C[C@H](Cc1ccccc1)N(CC1(c2ccccc2)CC1)N=O)N=O)N=O,8,0,-0.3,-5,-10,90,-14,3,-1.2,-6

# In a second layout: entries from further up
Molecule: Cn1cc(C(=O)c2ccc(Cl)cc2Cl)cc1C(=O)NN
  MC4R antagonist: -3
  ABHD5-PLIN5 inh: -3
  aDG glyco act: -0.3
  NOD2-RIPK2 inh: -3
  Vif inh: 12
  ABCB6 inh MLPCN: 97
  Exocytosis inh: -16
  TLR9-MyD88 inh: 0
  MC4R ag barr: 0.6
  N-glyco inh: 0
Molecule: O=C(Cc1ccc(Br)cc1)NC1CCCCC1
  MC4R antagonist: -1
  ABHD5-PLIN5 inh: 4
  aDG glyco act: -0.3
  NOD2-RIPK2 inh: -1
  Vif inh: 8
  ABCB6 inh MLPCN: 100
  Exocytosis inh: -5
  TLR9-MyD88 inh: -5
  MC4R ag barr: -2.1
  N-glyco inh: -2

# Some of the compounds tested. The share of hits here may be higher or lower than overall.
